# Screening data as filed in PubChem BioAssay.
# HepG2 viability: counter-screen for TGF-b inhibitors: cytotoxicity in HepG2 cells. HepG2 CAGA-GFP viability, ATP luminescence, 18 h. Potency, µM (titrated, usually from 46.1 µM), for inactives: top-dose activity change, negative = cytotoxicity, usual class: cytotoxic. 0.76% of 410,000 active; also: some results filed as inactive show a strong effect at the top dose
#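 HepG2 CAGA-GFP cells (1000/well, DMEM with 1% FBS) received compound, then TGF-beta at 500 pg/mL final, and were incubated 18 hours at 37 degrees C. Viability was read by CellTiter-Glo luminescence. Media-only wells were set as complete cell-killing and DMSO as no toxicity.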
# A549 viability: counter-screen for Nrf2 inhibitors: cytotoxicity in A549 cells; 0.16% of 390,000 active; A549 ARE-Fluc cells, CellTiter-Fluor viability, 18-24 h; Potency, µM (doses to about 46 µM), for the others: at the highest dose activity change, negative = cytotoxicity, actives largely listed as inhibitors; also: % is scaled to controls: 0 for no effect and ±100 for the full control effect
#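 Cytotoxicity counterscreen: CellTiter-Fluor fluorescence was measured in A549 ARE_Fluc cells after 18-24 h of compound exposure in a concentration series. The subsequent BugLite luminescent read reports ARE-luciferase activity.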
# ATXN2 expr inh: ATXN2 expression inhibition. HEK-293 ATXN2-luciferase reporter, luminescence, 24 h. Potency, µM (doses to about 57 µM), for inactives: top-dose activity change, negative = inhibition, usual class: inhibitors. 0.72% of 360,000 active. AID 1745845; also: % is scaled to controls: 0 for no effect and ±100 for the full control effect; nearly all actives have a fitted effect of over 55% in size
#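 qHTS (up to 57 uM final) was run with 24 h compound exposure of reporter cells at 37 °C. Each well was multiplexed: SteadyGlo luminescence measured ATXN2-luciferase expression after a fluorogenic Gly-Phe-AFC viability readout (25 uM final).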
# Nrf2 block: Nrf2 pathway inhibition; 2.1% of 360,000 active; Potency, µM (doses to about 46 µM), inactives show at the top dose activity change, negative = inhibition, hits mostly inhibitors; A549 ARE-Fluc reporter, luciferase luminescence, 18-24 h; AID 504444; also: % is scaled to controls: 0 for no effect and ±100 for the full control effect; nearly all actives have a fitted effect of over 60% in size
#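 A549 ARE_Fluc cells (5000/well, 5% FBS OPTI-MEM) pre-incubated 2 h, then treated with compounds 18-24 h at 37C/5% CO2 in concentration-response. CellTiter-Fluor viability read first; BugLite luciferase luminescence after 15 min at room temperature gives Nrf2 activity.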
# EPAC2 antagonist: EPAC2 (human) antagonism; 0.18% of 360,000 active; EPAC2 GEF exchange of Rap1B-BODIPY-GDP, fluorescence; Q8WZA2; Potency, µM (doses to about 114 µM), for inactives: at the top dose activity, negative = inhibition, hits mostly inhibitors; AID 720708; also: % is scaled to controls: 0 for no effect and ±100 for the full control effect; nearly all actives have a fitted effect of over 45% in size; many of its hits are not listed in these tables
# Target sequence (Q8WZA2 whole entry, looked up): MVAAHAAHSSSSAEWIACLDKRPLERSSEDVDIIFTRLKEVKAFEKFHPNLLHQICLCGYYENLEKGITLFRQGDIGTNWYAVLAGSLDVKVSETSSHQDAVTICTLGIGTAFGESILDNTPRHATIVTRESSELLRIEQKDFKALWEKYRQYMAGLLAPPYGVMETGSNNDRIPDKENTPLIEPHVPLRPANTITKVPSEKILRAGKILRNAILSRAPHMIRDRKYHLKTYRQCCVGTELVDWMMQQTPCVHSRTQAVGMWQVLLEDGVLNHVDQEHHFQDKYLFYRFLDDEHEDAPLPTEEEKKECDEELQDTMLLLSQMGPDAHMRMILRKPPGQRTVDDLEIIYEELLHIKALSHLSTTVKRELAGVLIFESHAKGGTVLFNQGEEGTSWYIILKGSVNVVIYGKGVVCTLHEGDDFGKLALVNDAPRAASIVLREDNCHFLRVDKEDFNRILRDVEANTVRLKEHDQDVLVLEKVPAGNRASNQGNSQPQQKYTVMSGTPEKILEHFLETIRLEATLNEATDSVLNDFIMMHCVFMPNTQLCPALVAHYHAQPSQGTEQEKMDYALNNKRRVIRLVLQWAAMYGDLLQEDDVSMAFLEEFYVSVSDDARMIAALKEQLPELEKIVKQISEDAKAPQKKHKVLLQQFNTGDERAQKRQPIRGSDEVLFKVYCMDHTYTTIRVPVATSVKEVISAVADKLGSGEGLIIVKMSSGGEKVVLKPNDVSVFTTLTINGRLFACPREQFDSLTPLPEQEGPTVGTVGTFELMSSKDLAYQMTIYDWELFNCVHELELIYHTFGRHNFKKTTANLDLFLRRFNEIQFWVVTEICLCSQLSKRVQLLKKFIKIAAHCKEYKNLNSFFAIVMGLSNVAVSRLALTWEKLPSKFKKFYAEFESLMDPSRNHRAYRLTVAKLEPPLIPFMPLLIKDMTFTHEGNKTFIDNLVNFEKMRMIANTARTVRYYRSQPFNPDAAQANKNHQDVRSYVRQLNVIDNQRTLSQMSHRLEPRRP
# Nrf2 ARE act: Nrf2 pathway activation; Potency, µM (top dose mostly 46.1 µM), without a hit: at the top dose activation, most hits filed as activators; 0.31% of 410,000 active; AID 624171; AREc32 ARE-luciferase reporter (MCF7-derived line), luminescence, 24 h; also: % of control where 0% means no effect; nearly all actives have a fitted effect of over 65% in size
#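 Luciferase luminescence (Steady-Glo, 30 min at room temperature) served as the read-out of ARE activation in AREc32 cells treated with compounds for 24 hr at 37 deg C.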
# ATXN viability: viability counter-screen for ATXN expression inhibitors; S2 cells (HEK-293 line with an ATXN2-luciferase reporter) viability, CellTiter-Fluor protease fluorescence, 24 h; Potency, µM (doses to about 56.7 µM), actives largely listed as cytotoxic; 0.49% of 400,000 active; AID 651635; also: nearly all actives have a fitted effect of over 40% in size
# MCF10A rereplic: inducers of DNA re-replication in MCF 10A breast cells. AID 624296. Potency, µM (highest dose often 46.1 µM), for the others: at the highest dose activity, positive = re-replication, most hits filed as activators. 2.9% of 350,000 active. MCF 10A DNA re-replication, Hoechst nuclear intensity, 48 h; also: % of control where 0% means no effect; nearly all actives have a fitted effect of over 50% in size
# TGFb SMAD3 inh: TGF-b pathway inhibition. 1.2% of 410,000 active. HepG2 CAGA-GFP TGF-b/SMAD3 reporter, GFP fluorescence, 18 h; TGF-beta stimulated, 500 pg/mL final. AID 588855. Potency, µM (doses to about 46.1 µM), for inactives: at the top dose activity, negative = inhibition, usual class: inhibitors; also: % is scaled to controls: 0 for no effect and ±100 for the full control effect; nearly all actives have a fitted effect of over 65% in size
#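 HEPG2 CAGA-GFP, 1000 cells/well; 2 h settle, 37 C; cpd via pin tool; TGF-b 500 pg/mL final; 18 h, 37 C; GFP imaging ex488/em500-530; %Activity normalised to -TGF-b and +DMSO controls; CRC fit, curve class.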
# The depositor's hits bear a star; i = inactive; ? = inconclusive; nt = no result given; & = joins results of further samples; [ ] = dose if it differs, or a comment. Calls follow the shape of the dose curve; as a rule, active = well fitted curve in the direction sought with a large enough effect; inconclusive = small, poorly fitted or top-dose-only effect, or another doubt; inactive = no such curve, though single readings can be large; an effect the other way counts as inactive or inconclusive. Potency is read from the fitted curve at half-maximal effect. These rows are one share of the data, so the mix of outcomes need not match the whole.
SMILES,HepG2 viability,A549 viability,ATXN2 expr inh,Nrf2 block,EPAC2 antagonist,Nrf2 ARE act,ATXN viability,MCF10A rereplic,TGFb SMAD3 inh
COc1ccc(-c2c(-c3ccsc3)oc3c2C(O)CCC3)cn1 (configuration not stated),nt,nt,-2%,nt,?,-0.5%,i,nt,nt
COc1cc(OC)cc(C(=O)Nc2cc3c(cc2N2CCOCC2)n(C)c(=O)n3C)c1,-5%,1%,-5%,3%,nt,4.7%,i,nt,16%
Cc1ccc(-c2cc(C(=O)N(C)Cc3cnn(C)c3C)c3cc(Br)ccc3n2)cc1,-37%,?,?,?,?,-0.1%,?,16µM*,-11%
CC1CCCN(CC(=O)Nc2ccc(S(=O)(=O)N3C(C)CCCC3C)cc2)C1 (configuration not stated),6%,nt,nt,nt,-2%,-2.1%,?,nt,0%
CCn1c(Cc2cccs2)nnc1SCC(=O)NC1CC1,-5%,7%,4%,11%,-1%,-0.3%,i,-1%,-3%
Cc1ccc(OC(=O)N2CCOCC2)cc1,-3%,?,14%,?,-2%,0.6%,?,9%,0%
COc1ccc(NC(=O)C2CCCN2S(=O)(=O)c2cccc3cccnc23)cc1OC (configuration not stated),20%&-1%,-5%&-8%,nt,-4%&10%,6%,0.6%&5.2%,?,-3%,22%&-16%
Cc1ccc(NC(=O)Nc2nnc(N3CCCC3)s2)cc1C,-1%,-1%,1%,?,nt,-0.2%,i,nt,?
O=C(COC(=O)C1CCC(=O)N1)Nc1ccc(Cl)cc1Cl (configuration not stated),-4%,-1%,-2%,3%,10%,-0.1%,?,7%,7%
C=CCNC(=S)Nc1ccc2nc(C)oc2c1,-6%,2%,10%,-3%,-12%,3.1%,i,-29%,-4%
Cc1ccc(NC(=O)c2ccccn2)c(Br)c1,0%,1%,nt,?,-3%,8.5%,i,4%,-24%
CCOc1ccccc1C1CC(c2ccc(Br)cc2)Nc2nc(N)nn21 (configuration not stated),-1%,-2%,-16%,-4%,3%,4.2%,i,-6%,12%
Cn1c(N)c(C(=O)COC(=O)c2ccc(Cl)nc2)c(=O)n(C)c1=O,8%,2%,-24%,7%,2%,0.2%,?,-8%,1%
CC(C)(C)C(=O)/C=c1\[nH]c(=O)/c(=C\c2ccc(F)cc2)s1,-24%,-19%,-24%,nt,-6%,0.1%,?,?,?
CCC(=O)N1CCc2cc(S(=O)(=O)NC(Cc3ccccc3)C(=O)NCc3ccc(C)cc3)ccc21 (configuration not stated),-3%,10%,6%,3%,nt,2.4%,i,nt,-28%
CCC1CCCCN1Cc1nc(Cc2ccccc2Cl)no1 (configuration not stated),0%,3%,6%,0%,-14%,0.2%,i,-6%,5%
CN(C)CCN1C(=O)NC(C)(c2ccc([N+](=O)[O-])cc2)C1=O (configuration not stated),0%,-1%,-2%,-3%,15%,-0.2%,i,-42%[inhibitor],0%
CCOC(=O)N1CCC(n2c(SCC(=O)Nc3nccs3)nc3ccsc3c2=O)CC1,18%,1%,0%,nt,-19%,0.1%,i,?,3%
O=C(NCc1ccc(F)cc1)C1CCN(S(=O)(=O)N2CCCCC2)CC1,10%,0%,0%,nt,10%,-0.4%,i,5%,17%
CCN(CC)C(=O)Cn1c(=O)n(CC2CCC(C(=O)NC)CC2)c(=O)c2sccc21 (configuration not stated),10%,3%,-1%,?,nt,-0.7%,i,nt,24%
O=C(Nc1ccc2c(c1)CCC2)c1ccccc1Br,-21%,0%,74%[activator],?,-29%,5.1%,i,1%,-1%
Cc1cccc(C(=O)Nc2cccc(OCC(=O)O)c2)c1,-1%,-6%,2%,12%,7%,-0.7%,i,-4%,-4%
CCC(C(=O)NCCCN1CC(C)CC(C)C1)n1ncn2c(cc3occc32)c1=O (configuration not stated),4%,3%,-3%,9%,3%,0.0%,i,1%,2%
CCc1ccc(NC(=O)c2cc(S(=O)(=O)N3CCCC3)ccc2F)cc1,-25%&0%,-1%,-6%,nt,-18%,7.6%&4.8%,?,nt,11%&0%
CCCc1ccc(C(=O)NNc2ccccc2F)cc1,-9%,-15%,nt,3%,-4%,4.6%,i,?,-6%
COc1cc2[nH]c(=O)n(CCC(=O)N3CCN(Cc4ccccc4)CC3)c(=O)c2cc1OC,-3%,1%,1%,-15%,4%,0.0%,i,2%,5%
Cc1c(Cl)cccc1NC(=O)C1CCN(c2nc3ccccc3[nH]2)CC1,-33%,-5%,nt,nt,nt,0.1%,nt,nt,-6%
COc1ccccc1/C=C/C(=O)NCCC1=CCCCC1,-2%,-12%,nt,?,-4%,1.4%,i,-7%,10%
O=C(O)CCCNS(=O)(=O)c1ccc2c(c1)OCCCO2,9%,8%,0%,-3%,-1%,0.6%,i,-1%,?
CCOC(=O)c1cnc(-n2nc(C)cc2C)nc1Oc1ccc(C#N)cc1,-30%,-1%,-2%,10%,2%,-0.1%,i,-2%,-2%
Cc1cc(Nc2cccc(Br)c2)n2c(nc3ccccc32)c1C#N,-26%,-7%,-5%,3%,nt,0.1%,i,nt,?
Cc1cc(Nc2ccc(Cl)cc2)nc(N)n1,-29%,1%,35%[activator],14%,7%,3.2%,i,1%,-19%
COc1ccc(C(C)=O)cc1CSc1nc2ccccc2c(=O)n1-c1ccccc1C,9%,-18%,-12%,?,10%,4.1%,?,4%,1%
COc1ccc(OC)c(C2=NOC(C(=O)NCc3cccnc3)C2)c1 (configuration not stated),7%,5%,-1%,-8%,8%,-0.7%,i,?,-2%
O=C(CCn1cnc2ccccc2c1=O)Nc1cccc(Cl)c1,-9%,1%,-23%,-1%,3%,-0.4%,i,-1%,4%
O=C(Cc1ccccc1F)Nc1ccc(SC(F)F)cc1,-15%,-1%,61%[activator],?,-15%,2.1%,i,-6%,-7%
C=CCOc1ccc(/C=C/C(=O)OCC(=O)N2CCC(c3ccccc3)=N2)cc1,-27%,-1%,-25%,21µM*,-3%,1.0%,i,-4%,8%
CCOC(=O)c1c(NC(=O)CSc2nnc(-c3c[nH]c4ccccc34)n2CCOC)sc2c1CCCCC2,-22%,?,?,?,9%,6.7%,?,-3%,?
COc1cccc(N2C(=O)CC(Nc3ccc(N4CCOCC4)cc3)C2=O)c1 (configuration not stated),-10%,9%,1%,5%,6%,2.1%,i,-9%,2%
Cc1ccc2c(c1)sc1nc(=O)n(-c3ccc(Cl)cc3)c(=O)n12,-27%&-15%,2%,9%&0%,-7%&7%,-1%,5.2%&4.5%,i,1%,22%&11%
Cn1cccc1Cc1nnc(SCC(=O)Nc2ccc(F)cc2F)n1-c1ccc(F)cc1,-13%,-2%,7%,-12%,-12%,-0.1%,i,2%,-9%
CCc1ccc(NC(=O)c2cnc3n(c2=O)CCS3)cc1,-14%,1%,22%,?,5%,4.2%,i,6%,-34%
c1ccc(Nc2nc3ccccc3[nH]2)nc1,-42%,-11%,39%[activator],13%,3%,?,i,-3%,?
C/C(Cn1nc([N+](=O)[O-])cc1C)=N\NC(=O)c1cccc(Br)c1,-16%,-7%,3%,-17%,-2%,4.6%,i,-1%,?
Cc1cccc(C(=O)N[C@H](C(=O)Nc2nc(C)cs2)C(C)C)c1,10%,-5%,7%,11%,11%,-0.3%,i,14%,-7%
COC(=O)C(Cc1ccccc1)NC(=O)CCc1c[nH]c2ccccc12 (configuration not stated),-11%,2%,-21%,1%,0%,0.3%,?,4%,0%
NS(=O)(=O)c1ccc(N/C=C\C(=O)c2cccc3ccccc23)cc1,-36%,-7%,41%[activator],1%,-9%,4.0%,i,?,0%
O=[N+]([O-])c1ccc(COc2ccccc2/C=N/O)cc1,7%,2%,47%[activator],21%,3%,0.8%[9.22 µM],i,?,?
Clc1ccc(CN2CCCCCC2)cc1Cl,-1%,0%,-15%,5%,-25%,0.3%,i,1%,-11%
CCN(CC)c1ccc(NC(=S)NC(=O)c2ccco2)cc1,1%,-1%,32%[activator],-21%,-10%,7.6%,i,11%,?
Cc1nnc(NC(=O)C2CC(=O)N(c3ccc4c(c3)OCCO4)C2)s1 (configuration not stated),-15%,1%,7%,-4%,4%,-0.2%,i,8%,5%
COc1ccccc1Cc1nc2ccccc2nc1SCC(=O)Nc1cccc(Cl)c1C,-9%,2%,nt,nt,nt,-1.2%,nt,nt,2%
Cc1ccc(CC(=O)N2CCN(c3ccccc3F)CC2)cc1,-20%,0%,nt,9%,-5%,2.4%,?,-2%,-4%
COc1cccc(/C=N/NC(=O)c2c(-c3ccccc3)noc2C)c1OC,-27%,3%,1%,-2%,3%,-0.7%,i,11%,?
O=C(c1ccc2c(c1)CCC2)N1CCN(Cc2ccccc2)CC1,-20%,nt,nt,nt,4%,4.7%,i,nt,-12%
COc1ccc(CN(C)C(=O)CNC(=O)c2cccs2)c(OC)c1,-27%,4%,1%,1%,5%,0.0%,i,-2%,2%
COc1ccc(N2CCN(CCCNC(=O)c3nnc(Cc4ccc(F)cc4)o3)CC2)cc1,-22%,10%,-17%,?,nt,3.8%,i,nt,7%
CC(C)C(=O)Nc1ccc2c(c1)nc1n2CCSC1,23%,-9%,33%[activator],-12%,16%[57.1 µM],-0.7%,i,0%,-1%
COc1cc(OC)cc(-c2noc([C@@H]3O[C@H](CO)[C@@H](O)[C@H]3O)n2)c1,2%,nt,16%,nt,9%,-1.3%[9.22 µM],i,nt,-7%

# Looked up above.
# Nrf2 block, `Cc1cccc(C(=O)N[C@H](C(=O)Nc2nc(C)cs2)C(C)C)c1` stands at 11%
# EPAC2 antagonist, `O=[N+]([O-])c1ccc(COc2ccccc2/C=N/O)cc1` stands at 3%
# MCF10A rereplic, `Cn1cccc1Cc1nnc(SCC(=O)Nc2ccc(F)cc2F)n1-c1ccc(F)cc1` stands at 2%

# Two entries drawn at random from those above, as already listed:
SMILES,HepG2 viability,A549 viability,ATXN2 expr inh,Nrf2 block,EPAC2 antagonist,Nrf2 ARE act,ATXN viability,MCF10A rereplic,TGFb SMAD3 inh
Cc1ccc(CC(=O)N2CCN(c3ccccc3F)CC2)cc1,-20%,0%,nt,9%,-5%,2.4%,?,-2%,-4%
CCc1ccc(NC(=O)c2cnc3n(c2=O)CCS3)cc1,-14%,1%,22%,?,5%,4.2%,i,6%,-34%
